Rpn11 block: blocks the human proteasome subunit Rpn11 | human 26S proteasome, Ub4-pepOG fluorescence polarization; 20S core pre-blocked with epoxomicin | O00487 | calls only at 20 µM | AID 588493 | hit rate 0.59% among 360,000;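 active = inhibition at 20 µM, scaled to each plate's controls, above about 33%, limit read from the data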
Target sequence (O00487 whole entry, looked up): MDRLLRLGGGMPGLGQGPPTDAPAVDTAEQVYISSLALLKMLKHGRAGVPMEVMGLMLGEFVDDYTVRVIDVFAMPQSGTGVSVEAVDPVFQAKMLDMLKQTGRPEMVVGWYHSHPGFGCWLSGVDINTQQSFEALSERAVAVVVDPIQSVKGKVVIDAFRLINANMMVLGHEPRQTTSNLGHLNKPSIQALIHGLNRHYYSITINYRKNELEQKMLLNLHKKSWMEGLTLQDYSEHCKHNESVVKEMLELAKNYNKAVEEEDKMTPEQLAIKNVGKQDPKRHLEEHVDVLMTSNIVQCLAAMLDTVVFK
Scp1 inh: blocks human Scp-1 phosphatase activity. Recombinant Scp1, phosphopeptide, malachite green phosphate absorbance. inhibition, % at 20 µM. hit rate 0.88% among 340,000. AID 493091;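 active = inhibition above about 50% at 20 µM, limit read from the data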;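 note: plate controls were DMSO wells with enzyme for no effect and wells lacking enzyme for full effect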
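Incubation: 45 min enzyme reaction at room temperature / System: truncated SCP-1 phosphatase (76-261aa) / Reagent: Phospho 17-mer peptide substrate / Buffer or medium: Acidic Tris acetate buffer with magnesium and detergent / Signal: absorbance at 630 nm / Doses: one concentration, 20 µM, with 1.0% DMSO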
Rin1-Abl PPI inh: inhibitors of human Rin1-Abl protein interaction; TR-FRET Rin1/Abl binding, biochemical; hit rate 0.4% among 360,000; inhibition, % at 7.35 µM; P00519+Q13671; AID 588664; in the data active = inhibition above about 5%, passing the limit was not always enough
LMPTP block: LMPTP (human) inhibition; P24666; recombinant LMPTP-A, OMFP fluorogenic substrate, fluorescence intensity; inhibition, % at 20 µM; hit rate 0.22% among 360,000;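 active = compounds that cut the enzyme signal by at least half of the control window in the single-dose screen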;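 note: plate controls were DMSO wells with enzyme plus substrate for no effect and substrate without enzyme for full effect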
Target sequence (P24666 whole entry, looked up): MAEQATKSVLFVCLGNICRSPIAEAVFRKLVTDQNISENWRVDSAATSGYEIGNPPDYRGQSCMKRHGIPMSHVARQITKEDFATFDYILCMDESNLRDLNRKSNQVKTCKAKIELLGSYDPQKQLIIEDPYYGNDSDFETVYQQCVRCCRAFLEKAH
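Assay system: LMPTP-A phosphatase enzyme | Input: 0.625 nM enzyme | Also added: Fluorogenic phosphatase substrate OMFP at 400 µM final | Compound dosing: One test concentration per compound, 20 µM, with 3% DMSO overall | Schedule: 50 min enzyme reaction at room temperature, protected from light | Signal: Fluorescence intensity | Benchmarks: no-enzyme and uninhibited controls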
STEP block: blocks human striatal-enriched tyrosine phosphatase | P54829 | recombinant STEP, OMFP fluorogenic substrate, fluorescence | inhibition, % at 20 µM | hit rate 0.25% among 360,000 | AID 588621;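 active = inhibition at 20 µM, scaled per plate between control wells, above about 37%, limit read from the data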;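 note: 0% = DMSO with enzyme and substrate and 100% = substrate only without enzyme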
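System: STEP (striatal-enriched tyrosine phosphatase) enzyme, cell-free; medium: Bis-Tris pH 6.0 buffer with DTT, detergent; dosing: 20 µM, 1% DMSO; times: reaction 20 min, ambient temperature; detection: fluorescence, 480/540 nm; read-out basis: normalized % inhibition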
NadD block: NadD (S. aureus) enzyme inhibition; hit rate 0.78% among 360,000; purified NadD enzyme, colorimetric absorbance read-out; inhibition, % at 20 µM; in the data active = inhibition above about 26%; note: some compounds past the cut are filed as inactive
Neddylation inh: inhibitors of human cullin neddylation | TR-FRET cullin neddylation, biochemical | AID 651699 | P61081+Q13564 | hit rate 0.58% among 360,000 | calls only at 25 µM; in the data active = inhibition above about 36%
DNMT1 inh: DNMT1 (human) enzyme inhibition; P26358; AID 588458; DNMT1 molecular beacon, Hinp1I cleavage, fluorescence; inhibition (reported as % activation of signal), % at 10 µM; hit rate 0.83% among 360,000; in the data active = inhibition above about 50%
SUMO1-SIM PPI: modulators of human SUMO1-mediated protein-protein interactions | P63165 | SUMO1 binding to a labelled peptide, TR-FRET, 1 h | inhibition, % at 20 µM | hit rate 0.33% among 360,000 | AID 602429; in the data active = inhibition above about 37%
Target sequence (P63165 whole entry, looked up): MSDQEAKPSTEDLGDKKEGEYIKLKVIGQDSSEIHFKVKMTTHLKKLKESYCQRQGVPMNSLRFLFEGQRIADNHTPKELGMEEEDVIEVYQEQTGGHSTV
CSN deneddyl inh: CSN deneddylation inhibition; Q92905; Purified CSN, SCF-Nedd8-OG deneddylation, fluorescence polarization; inhibition, % at 12.5 µM; hit rate 0.38% among 360,000; AID 651999;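 active = pattern-corrected inhibition above about 35%, with an unprinted fluorescence ratio check between 0.5 and 1.5, limit read from the data, passing the limit was not always enough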;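 note: 0% = enzyme with substrate and 100% = substrate without enzyme; some results filed as inactive read as strong as hits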
Target sequence (Q92905 whole entry, looked up, one chain of several): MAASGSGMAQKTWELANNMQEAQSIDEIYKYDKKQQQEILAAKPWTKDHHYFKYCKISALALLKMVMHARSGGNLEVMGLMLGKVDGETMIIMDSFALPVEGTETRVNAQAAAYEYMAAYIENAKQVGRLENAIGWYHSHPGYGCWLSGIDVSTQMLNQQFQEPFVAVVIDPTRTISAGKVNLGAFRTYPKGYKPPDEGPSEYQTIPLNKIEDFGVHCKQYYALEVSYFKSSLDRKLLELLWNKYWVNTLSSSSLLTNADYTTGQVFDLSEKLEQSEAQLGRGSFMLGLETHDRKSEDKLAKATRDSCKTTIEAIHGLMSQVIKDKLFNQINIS
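Assay system: HEK293T-derived human Csn5 enzyme; quantity: 0.24 nM enzyme; medium: Tris/NaCl/DTT buffer, pH 7.5; also added: substrate SCFSkp2-Nedd8OG, 10 nM; doses: 12.5 µM compound; schedule: 90 min reaction at room temperature; signal: FP; read-out: % inhibition of substrate cleavage by Csn5; benchmarks: substrate-only high control, full reaction low control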
Starred values were filed as active, the others as inactive; i = inactive; nt = not tested or not shown; + = active, no number.

Order of values – DNMT1 inh, Rin1-Abl PPI inh, Rpn11 block, NadD block, Neddylation inh, STEP block, Scp1 inh, CSN deneddyl inh, SUMO1-SIM PPI, LMPTP block
> COc1ccc([N+](=O)[O-])cc1NCc1c(F)cccc1F
  2.9, -4.1, i, -4.6, i, 1.4, nt, -0.9, -2.0, -1.5
> Cc1cc(-c2nnc(CSc3nnc(NC(=O)c4ccc(C(C)(C)C)cc4)s3)o2)ccc1[N+](=O)[O-]
  32.9, -2.7, i, 5.2, i, 3.0, -0.4, -1.8, 1.8, -3.0
> NC(=O)c1ccc(NC(=O)COC(=O)CCC2CCCC2)cc1
  2.8, 2.4, i, 2.2, i, 0.9, nt, -0.9, 2.7, -1.1
> NC(=O)c1ccccc1NC(=O)CSc1nc2ccccc2c(=O)[nH]1
  0.8, 0.3, i, 1.0, i, -3.4, -6.7, -2.5, 0.1, 0.0
> Cc1cc(NC(=O)CCN2C(=O)c3ccccc3C2=O)no1
  2.3, -4.0, i, 0.5, i, -1.3, -4.9, 3.0, -4.0, -0.1
> O=C(NNC(=O)c1ccc2ccccc2c1)Nc1ccc(F)cc1
  5.7, -0.1, i, -0.1, i, 4.3, 9.8, -3.7, 0.3, 0.4
> CCOC(=O)C(CN1CCCC1)c1ccccc1 (stereo not given)
  3.8, 3.2, i, -10.1, i, 2.0, -2.3, -3.6, 1.0, -0.6
> CCOc1ccc(NC(=O)c2ccc(CN3CCc4ccccc4C3)cc2)cc1
  -6.3, -0.7, i, 4.9, i, -1.0, -2.4, 2.5, -1.8, -1.2
> Cc1nc2ncnn2c(C)c1CCC(=O)Nc1ccc(S(=O)(=O)N2CCCCCC2)cc1
  -1.9, 5.1, i, 2.0, i, 7.7, -2.5, 3.9, 3.6, -1.6
> Cc1ccc2cc(CCNC(=O)C(C)C)c(=O)[nH]c2c1
  1.6, 3.0, i, -2.4, i, -1.1, -12.2, 4.7, 0.0, -2.3
> CCC(=O)Nc1ccc(/C(C)=N\NC(=O)c2ccc(OC)cc2)cc1
  6.9, -3.8, i, 0.9, i, -4.2, -11.1, -2.2, -0.2, -3.3
> CCOC(=O)C1CCN(C(=O)c2ccc3c(c2)S(=O)(=O)c2ccccc2C3=O)CC1
  -0.8, 0.1, i, -4.0, i, -0.8, 0.7, -2.6, -35.3, -1.8
> O=C(COc1nsnc1N1CCOCC1)Nc1ccc(Cl)cc1
  -2.7, -6.0, i, 5.9, i, -2.6, 0.3, 3.8, 1.9, -1.5
> CCOC(=O)c1c(CN(CC)CC)n(-c2ccccc2)c2ccc(O)cc12
  -1.4, 0.7, i, -7.6, i, -2.3, -3.0, 3.6, 7.2, -8.4
> CC(C)C(=O)Nc1oc(-c2ccccc2)cc1C#N
  1.4, -1.6, i, -3.9, i, -3.2, -4.1, 5.8, -0.7, -1.1
> Cn1cccc1C(=O)NC(=O)COC(=O)CCNS(=O)(=O)c1ccc(Cl)cc1
  1.8, -3.5, i, -2.9, i, -2.7, 5.0, -0.3, -2.8, 0.5
> CCn1c(C)nc2c(C)[n+](CC(=O)c3ccc(Br)cc3)ccc21
  0.6, -2.5, i, 4.0, i, -0.4, -5.6, -4.4, 0.0, -0.8
> O=C(O)CSCC(=O)N1CCCN(c2nc3ccc(Cl)cc3s2)CC1
  -0.5, -2.9, i, -3.3, i, 1.6, 30.8, -2.7, 3.2, 0.3
> CC(C)(C)C(=O)Nc1nc(C2CCCN2S(=O)(=O)c2ccc(Cl)cc2)cs1 (stereo not given)
  -2.5, -2.2, i, 0.2, i, 4.4, -5.7, -4.7, -0.1, -0.9
> COc1ccc(CNC(=O)c2ccc(NS(=O)(=O)c3c(C)noc3C)cc2)cc1
  -2.6, -0.2, i, -2.9, i, -0.2, -7.6, 0.0, -3.5, -1.1
> Cc1cc(C)cc(Nc2c3c(nc4ncnn24)CCC3)c1
  -1.2, -1.5, i, 0.9, i, 2.1, -3.1, -3.6, 3.1, -0.4
> COc1ccc(CNC(=O)c2ccc(CS(=O)(=O)c3ccc(C)cc3)o2)cc1
  -0.6, 1.3, i, -1.3, i, -1.9, -9.1, 1.0, 2.9, -0.2
> OCCN1CCN(c2nc3ccccc3nc2-c2ccccc2)CC1
  -3.0, -1.9, i, -7.1, +, 1.1, -4.3, -0.1, -8.9, -1.6
> Cn1c2c(sc1=O)CCC2
  9.0, 0.1, i, 2.0, i, 3.1, -1.0, -2.5, -4.3, 2.0
> CC1C(=O)Nc2ccc(S(=O)(=O)N3CCN(c4ccccc4F)CC3)cc2NC1=O (stereo not given)
  -0.4, nt, i, -2.0, i, 1.3, -14.0, 2.5, -2.6, -1.0
> Cc1cccc(C(=O)NCC(=O)OCC(=O)c2ccc(Br)s2)c1
  5.3, -44.1, i, 5.9, i, 2.0, -0.1, 2.5, -12.4, -0.7
> CC(NC(=O)c1cccc(S(=O)(=O)N2CCN(Cc3ccccc3)CC2)c1)c1ccccc1Cl (stereo not given)
  -9.2, 1.1, i, 8.5, i, 0.9, -8.1, 0.8, -15.0, -6.8
> CCOC(=O)N1CCC(NS(=O)(=O)c2ccc3c(c2)OCC(=O)N3)CC1
  6.8, 4.3, i, -3.8, i, 2.5, -0.7, 6.1, -1.7, -0.9
> Cc1c(NS(=O)(=O)c2cccs2)c(=O)n(-c2ccccc2)n1C
  -5.7, -1.3, i, -2.1, i, 1.6, 0.8, 1.2, 1.5, -1.1
> CC1CN(S(=O)(=O)c2ccc(Cl)c(C(F)(F)F)c2)CC(C)O1 (stereo not given)
  4.4, 2.8, i, -5.5, i, -1.2, -4.1, -2.8, -0.6, 1.0
> CC(OC(=O)c1ccc(C(C)(C)C)cc1)C(=O)NC1CCCCC1C (stereo not given)
  6.0, 3.9, i, -6.7, i, 2.2, -0.7, -1.0, -4.9, 0.5
> Cn1cc(-c2ccccc2C(N)=O)c(=O)c2ccccc21
  -0.3, 2.9, i, 1.6, i, -4.4, -9.1, -3.0, -1.1, -0.5
> O=S(=O)(Nc1ccc(Cl)cc1)c1ccc2c(c1)CCO2
  -4.3, -1.8, i, -12.3, i, 0.1, 2.3, -0.2, 2.4, 1.9
> Cc1nc(CSc2nnc3scc(-c4ccccc4)n23)cs1
  -1.1, -3.0, i, 0.3, i, 0.7, -2.0, -2.8, -6.3, -2.1
> CCOC(=O)c1cc(C#N)c(Nc2ccc(C)cc2)nc1C(F)(F)F
  8.7, 0.2, i, 1.6, nt, 0.2, -8.9, -3.9, -0.1, 0.8
> COCCCNC(=S)NC1CC2CCCC(C1)N2Cc1cccs1 (stereo not given)
  4.5, -1.2, i, 6.6, i, -5.2, -10.7, 3.6, -2.0, -1.5
> CC(C)n1c(=O)c2ccccc2n1Cc1cn(Cc2cccs2)nn1
  5.4, 4.8, i, -0.2, nt, 0.7, nt, -0.5, 1.8, -0.5
> COc1ccc(C2NC(=O)C(C#N)=C(S)N2c2ccccc2)cc1OC (stereo not given)
  -0.2, 0.3, i, 0.7, i, 2.3, -7.4, -0.6, -5.1, -3.3
> CCOC(=O)C1C(=O)CC(C)(O)C(C(=O)OCC)C1c1ccc(SC)cc1 (stereo not given)
  2.5, -0.1, i, 1.6, i, 0.5, -1.8, -0.8, -1.8, -2.2
> Cc1cc(C)c(OCCCNCc2ccccc2)c(Br)c1
  2.5, -1.3, i, -0.9, i, 0.8, 5.2, 1.8, -5.9, -0.1

One compound at a time (already shown). Values in the order: DNMT1 inh | Rin1-Abl PPI inh | Rpn11 block | NadD block | Neddylation inh | STEP block | Scp1 inh | CSN deneddyl inh | SUMO1-SIM PPI | LMPTP block
CC1C(=O)Nc2ccc(S(=O)(=O)N3CCN(c4ccccc4F)CC3)cc2NC1=O (stereo not given) is entered as -0.4 | nt | i | -2.0 | i | 1.3 | -14.0 | 2.5 | -2.6 | -1.0
Cn1c2c(sc1=O)CCC2 is entered as 9.0 | 0.1 | i | 2.0 | i | 3.1 | -1.0 | -2.5 | -4.3 | 2.0
CCOC(=O)N1CCC(NS(=O)(=O)c2ccc3c(c2)OCC(=O)N3)CC1 is entered as 6.8 | 4.3 | i | -3.8 | i | 2.5 | -0.7 | 6.1 | -1.7 | -0.9

Other structures.
Order of values – DNMT1 inh, Rin1-Abl PPI inh, Rpn11 block, NadD block, Neddylation inh, STEP block, Scp1 inh, CSN deneddyl inh, SUMO1-SIM PPI, LMPTP block
> CN(Cc1ccccc1F)C(=O)CN1C(=O)NC2(CCc3ccccc32)C1=O (stereo not given)
  2.8, -1.1, i, 0.4, i, -5.4, 3.1, -3.9, 4.2, -3.0
> COCOc1cccc(CN2CCC(C)(Oc3cccc(OC)c3)C2)c1 (stereo not given)
  1.2, -2.9, i, -4.9, i, 2.6, nt, 0.0, -4.6, -1.6
> CC(=O)c1ccc(NC(=O)COC(=O)c2ccccc2Sc2ccccc2C#N)cc1
  -7.8, -4.9, i, -4.3, i, -0.7, -9.2, -4.1, 1.9, 3.6
> CCCCN1C(=O)C(CC(=O)NC2CC2)CC(C(=O)N2CCOCC2)=C1C (stereo not given)
  -0.4, -2.7, i, 4.4, i, 1.7, nt, -0.8, -1.2, -0.3
> COc1ccc(C(=O)N2CCC2(C)C(=O)O)cc1C(F)(F)F (stereo not given)
  1.2, -0.2, i, -4.4, i, -1.2, nt, -2.4, 1.2, -1.9
> COc1cc2c(cc1OC)CN(C(C)C(=O)Nc1cccc(S(=O)(=O)N3CCOCC3)c1)CC2 (stereo not given)
  0.4, 3.2, i, 2.7, i, -1.1, -2.0, 0.3, 1.1, -0.3
> Cc1cccc2c(C(=O)N3CCN(c4ccccc4)CC3)cc(-c3ccncc3)nc12
  -10.9, 0.1, i, 17.4, i, 1.8, -6.9, 0.9, 5.8, 3.8
> CC1CCN(C(=O)COC(=O)c2n[nH]c(=O)c3ccccc23)CC1
  2.2, 5.1, i, -2.7, i, -0.7, -8.1, 4.7, -3.8, -0.5
> CCOC(=O)COn1c(=O)c(-c2ccccc2)[n+]([O-])c2ccccc21
  -0.4, -1.7, i, -2.8, i, -2.6, -3.4, -2.7, -35.4, -5.5
> CC(=O)Nc1nc2c(C)cc(NC(=O)C3CCCCC3)cc2s1
  17.5, 4.1, i, 2.8, i, -0.7, 6.2, 4.1, 0.6, -0.8
> Cc1csc(NC(=O)c2c(-c3c(F)cccc3Cl)noc2C)n1
  -3.2, 1.3, i, -0.7, i, -1.4, -2.5, -3.7, 5.3, 0.5
> O=C1C(Cl)=C(N2CCN(Cc3ccccc3)CC2)C(=O)N1c1ccccc1
  0.2, -0.1, i, -8.9, i, 9.3, -10.1, -2.5, -21.1, -3.4
> Cc1cc(=O)oc(C)c1C(=O)NCCc1ccccc1
  1.2, 1.2, i, -8.5, i, -1.6, 2.6, 1.0, -1.2, -2.3
> S=c1[nH]nc2n1CCCN2
  0.4, 0.0, i, -6.1, i, 1.1, -10.8, 1.9, 4.7, -1.8
> CCCCN(CCCC)CCNC(=O)c1cn(CC)c2ccc(S(=O)(=O)N3CCc4ccccc4C3)cc2c1=O
  -7.5, -0.4, i, 1.3, i, 1.4, 6.8, 2.4, -1.3, 11.1

Random draw from the library; any-hit rate near 3.8%.
